T cruzi intra = inhibitors of intracellular Trypanosoma cruzi, primary screen, cell-based, plate reader, single point, set 2; intracellular Trypanosoma cruzi in host cells; activity score (inhibition), % at 5.01 µM; 22,000 tested, 4.9% active; AID 651903, 2012; in the data active = activity score above about 55%;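 also: parasites and compound incubated about four days before reading; 0% = median of neutral control wells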
INS-1E ATP HTS = protection of INS-1E cells from cytokine death, primary screen, ATP luminescence, single point; 20,000 tested, 0.1% active; protection from cytokine-induced ATP loss, % at 10 µM; INS-1E cytokine-induced death, 48 h; normalised: neutral wells 0, positive control 100;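 active = mean replicate protection from cytokine-induced ATP loss at least 50% and at least 75% of replicates each reaching 50%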
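Test system: INS-1E rat cells | Quantity: 8000 cells per well | Medium: Phenol-red-free RPMI with 5% fetal bovine serum | Reagent: Cytokine cocktail of IFN-γ, TNF-α and IL-1β | Doses: One compound concentration, pin transfer | Timing: 48 h co-treatment, 10 min post-lysis read | Technique: Luminescent ATP assay (CellTiter-Glo)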
* hit, by the source's call; x = no result given. Rows were taken by chance, and some 5.3% of all compounds hit somewhere here.

entry	canonical_smiles	T cruzi intra	INS-1E ATP HTS
1	C[C@H]1CN([C@@H](C)CO)C(=O)c2cc(NC(=O)Cc3cn(C)c4ccccc34)ccc2O[C@@H]1CN(C)S(=O)(=O)c1cccs1	8.0	x
2	C[C@H]1CN([C@@H](C)CO)C(=O)Cc2cc(NC(=O)Nc3ccccc3)ccc2O[C@@H]1CN(C)C(=O)Nc1ccc2c(c1)OCO2	x	-9.4
3	Cc1noc(C)c1NC(=O)N(C)C[C@@H]1Oc2ccc(N(C)C)cc2C(=O)N([C@H](C)CO)C[C@H]1C	-4.8	5.9
4	Cc1noc(C)c1NC(=O)N(C)C[C@@H]1Oc2ccc(NC(=O)CCCCCC(=O)Nc3ccccc3N)cc2C(=O)N([C@@H](C)CO)C[C@@H]1C	-23.3	-1.9
5	COc1ccc(NC(=O)N(C)C[C@@H]2Oc3ccc(NC(=O)c4ccncc4)cc3C(=O)N([C@H](C)CO)C[C@@H]2C)cc1	4.9	-8.8
6	CC(C)NC(=O)Nc1ccc2c(c1)C(=O)N([C@@H](C)CO)C[C@H](C)[C@H](CN(C)C(=O)Nc1ccc(C(F)(F)F)cc1)O2	2.7	-1.0
7	Cc1ccc(S(=O)(=O)Nc2ccc3c(c2)C(=O)N([C@@H](C)CO)C[C@H](C)[C@H](CN(C)C(=O)NC2CCCCC2)O3)cc1	-1.5	-6.1
8	C[C@@H]1CN([C@H](C)CO)C(=O)c2cccc(NC(=O)c3cnccn3)c2O[C@@H]1CN(C)Cc1ccc(C(=O)O)cc1	-29.2	5.9
9	CNC[C@@H]1Oc2c(NC(=O)NC(C)C)cccc2C(=O)N([C@@H](C)CO)C[C@H]1C	9.0	2.2
10	COc1ccc(NC(=O)Nc2ccc3c(c2)CC(=O)N([C@@H](C)CO)C[C@H](C)[C@H](CN(C)C(=O)Nc2ccc(C(F)(F)F)cc2)O3)cc1	-7.5	-1.6
11	COc1ccc(CN(C)C[C@H]2Oc3c(NC(=O)c4cc(C)nn4C)cccc3C(=O)N([C@H](C)CO)C[C@@H]2C)cc1	17.4	-2.6
12	C[C@H](CO)N1C[C@H](C)[C@@H](CN(C)Cc2ccc(C(=O)O)cc2)Oc2ccc(NC(=O)CCN3CCOCC3)cc2C1=O	2.2	3.2
13	C[C@H]1CN([C@@H](C)CO)C(=O)c2cccc(NC(=O)C3CCOCC3)c2O[C@H]1CN(C)S(=O)(=O)c1cn(C)cn1	-19.3	10.2
14	COc1ccc(NC(=O)N(C)C[C@@H]2Oc3ccc(NC(=O)c4ccncc4)cc3CC(=O)N([C@H](C)CO)C[C@@H]2C)cc1	-24.1	12.2
15	COc1ccc(NC(=O)Nc2cccc3c2O[C@H](CN(C)C(=O)Nc2ccc(C(F)(F)F)cc2)[C@@H](C)CN([C@H](C)CO)C3=O)cc1	-20.4	11.0
16	C[C@@H]1CCCCO[C@@H](CN(C)C(=O)Nc2ccccc2)[C@@H](C)CN([C@H](C)CO)C(=O)c2cc(N(C)C)ccc2O1	10.3	-4.1
17	C[C@H](CO)N1C[C@H](C)[C@H](CN(C)Cc2cccc(C(F)(F)F)c2)Oc2ncc(-c3ccc(F)cc3)cc2C1=O	59.2*	x
18	C[C@@H]1CN([C@H](C)CO)C(=O)Cc2cc(NS(C)(=O)=O)ccc2O[C@@H]1CN(C)S(=O)(=O)c1ccc(F)cc1	-12.6	9.3
19	C[C@H]1CN([C@@H](C)CO)C(=O)c2cc(NC(=O)Nc3ccccc3)ccc2O[C@@H]1CN(C)S(=O)(=O)c1cccs1	1.6	-1.0
20	C[C@H]1CN([C@@H](C)CO)C(=O)c2cccc(NC(=O)c3cnccn3)c2O[C@@H]1CN(C)Cc1ccc(-c2ccccc2)cc1	19.2	-17.6
21	C[C@@H]1CN([C@@H](C)CO)C(=O)Cc2cc(NS(=O)(=O)c3ccccc3)ccc2O[C@@H]1CN(C)S(C)(=O)=O	-2.8	3.3
22	C[C@H]1CN([C@@H](C)CO)C(=O)c2cc(NC(=O)Cn3cnnn3)ccc2O[C@H]1CN(C)CC1CCCCC1	-7.4	3.7
23	C[C@H](CO)N1C[C@H](C)[C@H](CN(C)Cc2ccc(C(=O)Nc3ccccc3N)cc2)Oc2ccc(NS(=O)(=O)c3ccc(Cl)cc3)cc2C1=O	35.1	10.8
24	Cc1noc(C)c1S(=O)(=O)Nc1ccc2c(c1)C(=O)N([C@H](C)CO)C[C@H](C)[C@@H](CN(C)C(=O)C1CCCCC1)OCCCC[C@@H](C)O2	-15.1	-9.5
25	C[C@@H]1CN([C@H](C)CO)C(=O)c2cc(NC(=O)Nc3ccc(F)cc3)ccc2O[C@H]1CN(C)CC1CCCCC1	1.1	-2.9
26	COc1ccc(NC(=O)Nc2ccc3c(c2)C(=O)N([C@H](C)CO)C[C@@H](C)[C@@H](CN(C)S(=O)(=O)c2ccc(C)cc2)O3)cc1	22.7	6.4
27	C[C@@H]1CN([C@@H](C)CO)C(=O)Cc2cc(NC(=O)Nc3ccccc3)ccc2O[C@@H]1CN(C)S(=O)(=O)c1ccccc1	-12.3	7.2
28	O=C(CCCCCCC(=O)Nc1ccccc1O)N/N=C/c1cc2c(cc1Br)OCO2	8.5	10.9
29	C[C@H]1CN([C@@H](C)CO)C(=O)c2cc(NC(=O)Cc3cn(C)c4ccccc34)ccc2O[C@H]1CN(C)S(=O)(=O)c1ccc(Cl)cc1	66.8*	0.8
30	CNC[C@@H]1Oc2c(NC(=O)C3CC3)cccc2C(=O)N([C@@H](C)CO)C[C@H]1C	-19.1	3.5
31	COc1ccc(NC(=O)N(C)C[C@H]2Oc3ccc(NC(=O)Cn4cnnn4)cc3CC(=O)N([C@@H](C)CO)C[C@H]2C)cc1	-1.1	10.3
32	C[C@@H]1CN([C@H](C)CO)C(=O)Cc2cc(NS(=O)(=O)c3cccs3)ccc2O[C@H]1CN(C)S(=O)(=O)c1ccccc1	-2.4	6.1
33	COC(=O)CCCCCCC(=O)N/N=C/c1cc(OC)ccc1O	-23.9	9.9
34	Cc1noc(C)c1NC(=O)Nc1ccc2c(c1)C(=O)N([C@H](C)CO)C[C@H](C)[C@@H](CN(C)C(=O)Nc1c(C)noc1C)OCCCC[C@@H](C)O2	-16.5	-2.7
35	C[C@H]1CN([C@@H](C)CO)C(=O)c2cc(NS(=O)(=O)c3ccccc3)ccc2O[C@@H]1CN(C)CC1CCCCC1	10.9	-13.4
36	C[C@H](CO)N1C[C@H](C)[C@H](CN(C)Cc2ccc(Cl)c(Cl)c2)Oc2ccc(NC(=O)CCN3CCOCC3)cc2C1=O	-4.2	-8.0
37	Cc1noc(C)c1NC(=O)N(C)C[C@@H]1Oc2c(NS(=O)(=O)c3cn(C)cn3)cccc2C(=O)N([C@@H](C)CO)C[C@@H]1C	-19.4	17.5
38	C[C@@H]1CN([C@H](C)CO)C(=O)c2cc(NS(=O)(=O)c3ccc(Cl)cc3)ccc2O[C@H]1CN(C)Cc1ccncc1	-6.1	7.2
39	C[C@H](CO)N1C[C@H](C)[C@@H](CN(C)Cc2ccc(Cl)c(Cl)c2)Oc2c(NC(=O)Nc3ccc4c(c3)OCO4)cccc2C1=O	32.0	-16.5
40	C[C@@H]1CN([C@@H](C)CO)C(=O)c2cccc(NC(=O)C3CC3)c2O[C@H]1CN(C)C(=O)Nc1ccc2c(c1)OCO2	6.1	15.9
41	C[C@H](CO)N1C[C@H](C)[C@@H](CN(C)C(=O)c2ccc(N3CCN(C)CC3)cc2)OCc2cnnn2CCCC1=O	-11.2	x
42	C[C@@H]1CN([C@H](C)CO)C(=O)Cc2cc(NS(=O)(=O)c3cccs3)ccc2O[C@H]1CN(C)S(=O)(=O)c1cccs1	-24.7	4.9
43	CCOc1cc(/C=N/NC(=O)c2ccccc2O)ccc1O	-15.2	-57.5
44	C[C@H](CO)N1C[C@H](C)[C@H](CN(C)Cc2ccc3c(c2)OCO3)Oc2ccc(NC(=O)CCC(F)(F)F)cc2CC1=O	-4.6	-2.2
45	C[C@H]1CN([C@@H](C)CO)C(=O)CCCn2nncc2CO[C@H]1CN(C)C(=O)Nc1ccc(N2CCCCC2)cc1	-11.1	x
46	C[C@@H]1CCCCO[C@@H](CN(C)C(=O)Nc2ccccc2)[C@@H](C)CN([C@H](C)CO)C(=O)c2cc(NC(=O)NC3CCCCC3)ccc2O1	-7.8	6.1
47	C[C@@H]1CN([C@H](C)CO)C(=O)c2cc(NC(=O)Cc3ccccc3)ccc2O[C@@H]1CN(C)CC1CCCCC1	3.9	-5.7
48	COc1ccc(S(=O)(=O)Nc2cccc3c2O[C@@H](CN(C)C(=O)Nc2ccc4c(c2)OCO4)[C@H](C)CN([C@@H](C)CO)C3=O)cc1	7.5	5.2

Structural class, the entries above containing a thiophene ring, fused or not (4)
entry	canonical_smiles	T cruzi intra	INS-1E ATP HTS
1	C[C@H]1CN([C@@H](C)CO)C(=O)c2cc(NC(=O)Cc3cn(C)c4ccccc34)ccc2O[C@@H]1CN(C)S(=O)(=O)c1cccs1	8.0	x
19	C[C@H]1CN([C@@H](C)CO)C(=O)c2cc(NC(=O)Nc3ccccc3)ccc2O[C@@H]1CN(C)S(=O)(=O)c1cccs1	1.6	-1.0
32	C[C@@H]1CN([C@H](C)CO)C(=O)Cc2cc(NS(=O)(=O)c3cccs3)ccc2O[C@H]1CN(C)S(=O)(=O)c1ccccc1	-2.4	6.1
42	C[C@@H]1CN([C@H](C)CO)C(=O)Cc2cc(NS(=O)(=O)c3cccs3)ccc2O[C@H]1CN(C)S(=O)(=O)c1cccs1	-24.7	4.9

Continuation:
entry	canonical_smiles	T cruzi intra	INS-1E ATP HTS
49	C[C@@H]1CCCCO[C@H](CN(C)Cc2ccc(C(=O)O)cc2)[C@@H](C)CN([C@H](C)CO)C(=O)c2cc(NC(=O)Nc3ccc(C(F)(F)F)cc3)ccc2O1	-3.4	4.3
50	C[C@@H]1CN([C@H](C)CO)C(=O)c2cccc(NC(=O)Nc3ccccc3)c2O[C@@H]1CN(C)Cc1ccc(Oc2ccccc2)cc1	-9.5	-25.8
51	COc1ccc(CN(C)C[C@@H]2OCc3cnnn3CCCC(=O)N([C@H](C)CO)C[C@H]2C)cc1	-0.6	0.2
52	C[C@@H]1CN([C@H](C)CO)C(=O)c2cccc(N(C)C)c2O[C@H]1CN(C)Cc1ccncc1	-9.6	4.3
53	CNC[C@H]1Oc2ccc(NC(=O)c3ccncc3)cc2C(=O)N([C@H](C)CO)C[C@@H]1C	-6.7	3.9
54	Cc1noc(C)c1S(=O)(=O)Nc1cccc2c1O[C@@H](CN(C)S(=O)(=O)c1cn(C)cn1)[C@@H](C)CN([C@@H](C)CO)C2=O	-38.8	6.4
55	CC(C)NC(=O)N(C)C[C@H]1Oc2c(NC(=O)c3nc4ccccc4s3)cccc2C(=O)N([C@H](C)CO)C[C@H]1C	-16.7	2.1
56	COc1ccccc1S(=O)(=O)N(C)C[C@H]1OCc2cn(nn2)CCCC(=O)N([C@H](C)CO)C[C@H]1C	2.9	x
57	C[C@@H]1CN([C@@H](C)CO)C(=O)c2cccc(NC(=O)c3ccncc3)c2O[C@H]1CN(C)Cc1ccc(C(=O)O)cc1	-23.0	11.4
58	C[C@@H]1CN([C@@H](C)CO)C(=O)c2cccc(NC(=O)C3CCCCC3)c2O[C@H]1CN(C)Cc1ccc(Cl)c(Cl)c1	31.4	-12.2
59	C[C@@H]1CN([C@@H](C)CO)C(=O)Cc2cc(NC(=O)Nc3ccc(F)cc3)ccc2O[C@@H]1CN(C)CC1CCCCC1	11.9	-15.2
60	C[C@H](CO)N1C[C@H](C)[C@@H](CN(C)CC2CCCC2)OCc2cn(nn2)CCCC1=O	-2.0	x
61	C[C@H](CO)N1C[C@H](C)[C@H](CN(C)C(=O)Nc2cccc3ccccc23)Oc2ccc(NS(=O)(=O)c3cccs3)cc2CC1=O	-4.9	4.1
62	COc1ccc(S(=O)(=O)N(C)C[C@H]2Oc3c(NC(=O)Nc4c(C)noc4C)cccc3C(=O)N([C@@H](C)CO)C[C@@H]2C)cc1	39.9	11.2
63	C[C@H](CO)N1C[C@H](C)[C@H](CN(C)C(=O)Nc2ccnc(N3CCOCC3)c2)OCc2cn(nn2)CCCC1=O	-13.9	x
64	C[C@@H]1CN([C@@H](C)CO)C(=O)c2cc(NS(=O)(=O)c3ccccc3)ccc2O[C@H]1CN(C)C(=O)Nc1ccc(C(F)(F)F)cc1	5.2	-5.7
65	C[C@H]1CN([C@@H](C)CO)C(=O)Cc2cc(NC(=O)Nc3ccc(C(F)(F)F)cc3)ccc2O[C@@H]1CN(C)C(=O)Nc1ccccc1	-13.1	-10.6
66	C[C@H](CO)N1C[C@H](C)[C@@H](CN(C)Cc2ccc(C(F)(F)F)cc2)Oc2c(NC(=O)Nc3ccc(C(F)(F)F)cc3)cccc2C1=O	39.1	-26.0
67	COc1ccc(CN(C)C[C@@H]2Oc3c(NC(=O)Nc4ccc(OC)cc4)cccc3C(=O)N([C@H](C)CO)C[C@@H]2C)cc1	-15.3	-1.3
68	C[C@@H]1CN([C@@H](C)CO)C(=O)Cc2cc(NC(=O)CCCN(C)C)ccc2O[C@@H]1CN(C)S(=O)(=O)c1ccccc1	4.3	-8.0
69	C[C@@H]1CN([C@@H](C)CO)C(=O)c2cccc(NC(=O)c3ccc(-c4nccs4)cc3)c2O[C@@H]1CN(C)C(=O)Nc1ccc2c(c1)OCO2	51.6	-0.4
70	C[C@@H]1CN([C@@H](C)CO)C(=O)Cc2cc(NS(=O)(=O)c3ccc(F)cc3)ccc2O[C@@H]1CN(C)C(=O)NC1CCCCC1	-3.3	4.5

Screens (PubChem BioAssay)
